# ABCB1 block = blocks JC-1 efflux by human ABCB1 transporter; P08183; CCRF-Adr cells, flow cytometry; inhibition, % at 6.6 µM; 190,000 compounds, 0.067% hits; AID 1326; in the data active = inhibition above about 40%;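 note: 0% = vehicle and 100% = reference inhibitor; higher value means more JC-1 retained so stronger ABCB1 efflux block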
# Bcl-B Bim block = disrupts Bim peptide binding to human Bcl-B | AID 951 | 190,000 compounds, 0.073% hits | Q9HD36 | bead-based flow cytometry | inhibition, % at 10 µM;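 note: 0% = tracer peptide without compound and 100% = reference inhibitor peptide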
# Target sequence (Q9HD36 whole entry, looked up): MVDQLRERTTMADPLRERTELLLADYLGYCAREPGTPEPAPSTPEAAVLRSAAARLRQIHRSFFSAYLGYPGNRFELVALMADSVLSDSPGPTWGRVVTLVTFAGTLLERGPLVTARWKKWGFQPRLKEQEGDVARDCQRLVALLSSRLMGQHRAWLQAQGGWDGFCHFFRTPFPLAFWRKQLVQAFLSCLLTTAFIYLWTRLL
# Bcl-2 Bim block = disrupts Bim peptide binding to human Bcl-2; Bead-based flow cytometry, Bim peptide-Bcl-2 binding; inhibition, % at 10 µM; 190,000 compounds, 0.06% hits; in the data active = inhibition above about 40%; inconclusive = no clear call, values can overlap the other calls;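 note: 0% = no compound wells with probe peptide and 100% = reference peptide inhibitor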
# Target sequence (P10415 whole entry, looked up): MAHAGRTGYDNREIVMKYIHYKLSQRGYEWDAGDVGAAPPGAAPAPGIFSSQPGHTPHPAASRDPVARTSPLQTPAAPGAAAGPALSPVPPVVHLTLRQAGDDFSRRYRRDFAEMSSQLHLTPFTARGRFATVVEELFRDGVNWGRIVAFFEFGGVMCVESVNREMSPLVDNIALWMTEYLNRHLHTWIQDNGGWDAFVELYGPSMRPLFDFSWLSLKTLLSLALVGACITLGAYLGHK
# GSH bead fluor = compound fluoresces at 488/530 nm on GSH beads. GSH beads flow cytometry, compound fluorescence 488/530 nm; hits give high values. fluorescence (KMESF) at 10 µM. 190,000 compounds, 0.25% hits; in the data active = fluorescence above about 89;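 note: glutathione beads carrying GST-tagged Bcl family fusion proteins plus one bare bead set; values are compound well signal with DMSO vehicle wells as background; inactives centre near 16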
# Bim-Bcl-W = disrupts Bim peptide binding to human Bcl-W; 190,000 compounds, 0.02% hits; inhibition, % at 10 µM; bead-based flow cytometry;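 note: 0% = bound tracer without compound and 100% = peptide blocker; higher means less fluorescent Bim peptide bound to Bcl-W beads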
# Target sequence (Q92843 whole entry, looked up): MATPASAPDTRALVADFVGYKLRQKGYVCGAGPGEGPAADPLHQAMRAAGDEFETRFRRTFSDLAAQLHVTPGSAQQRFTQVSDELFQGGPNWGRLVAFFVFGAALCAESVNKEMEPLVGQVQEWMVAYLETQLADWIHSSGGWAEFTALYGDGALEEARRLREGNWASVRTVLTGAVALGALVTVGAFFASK
# ABCG2 inh = inhibitors of human ABCG2 transporter, ABCB1 counter-screen; Q9UNQ0; IgMXP3 cells, JC-1 efflux, flow cytometry; inhibition, % at 6.6 µM; 190,000 compounds, 0.1% hits; AID 1325;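 active = inhibition above 80%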;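 note: 0% = DMSO and 100% = nicardipine control wells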
#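 Test system: IgMXP3 (ABCG2) plus far-red-tagged CCRF-Adr (ABCB1) cells. Reagent: JC-1 dye as substrate. Timing: 10 min exposure at 25 °C with rotation, no wash. Measured by: flow cytometric JC-1 green MFI at 530 nm. Read-out: percent efflux inhibition, scaled nicardipine 100% to DMSO 0%. Control set: nicardipine and DMSO wells.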
# Bim-Bfl-1 = inhibitors of Bim-Bfl-1 interaction, human | AID 1008 | Bead-based flow cytometry, Bim-Bfl-1 binding inhibition | Q16548 | inhibition, % at 10 µM | 190,000 compounds, 0.12% hits;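 note: 0% = wells without compound plus tracer and 100% = blocker peptide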
# Avidin fluor = avidin bead compound fluorescence profile | Avidin beads, compound fluorescence 488/530 nm, flow cytometry; hits give high values | fluorescence (KMESF) at 10 µM | 220,000 compounds, 0.38% hits | AID 1775; in the data active = fluorescence above about 47; note: inactives centre near 10
# RGS7-Gao = human RGS7-Galphao interaction regulation; P09471; 220,000 compounds, 0.35% hits; AID 1439; binding response (% of control), % at 10 µM; Multiplexed bead flow cytometry, RGS7-Galphao binding; actives lie on both sides; in the data active = binding response below about 49% or above about 150%; inconclusive = no clear call, values can overlap the other calls; inactive = in between;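 note: fluorescent Galphao held in activated GDP-AlF4 state binding bead-coupled RGS7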
# Bim-Bcl-XL = disrupts Bim peptide binding to human Bcl-XL. Q07817. inhibition, % at 10 µM. bead flow cytometry, fluorescence. AID 1007. 190,000 compounds, 0.04% hits
# Target sequence (Q07817 whole entry, looked up): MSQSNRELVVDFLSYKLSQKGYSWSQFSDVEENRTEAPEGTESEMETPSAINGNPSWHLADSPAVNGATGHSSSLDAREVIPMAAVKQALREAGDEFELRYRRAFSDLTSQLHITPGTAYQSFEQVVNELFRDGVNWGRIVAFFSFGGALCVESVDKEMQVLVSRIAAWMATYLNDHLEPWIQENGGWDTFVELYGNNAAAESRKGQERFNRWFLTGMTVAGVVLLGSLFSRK
# RGS4-Gao reg = human RGS4-Galphao interaction regulation; Multiplexed bead flow cytometry, RGS4-Galphao binding; actives lie on both sides; binding response (% of control), % at 10 µM; AID 1415; 220,000 compounds, 0.33% hits; in the data active = binding response below about 49% or above about 150%; inactive = in between;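 note: fluorescent Galphao activated with aluminum fluoride binding bead-coupled RGS4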
# * = called active by the depositor; u = inconclusive; x = not tested or not shown; [ ] = dose if it differs, or a comment. Cut-off read from the data, not from the text of the source, unless noted: active = inhibition above about 40%.
SMILES,ABCB1 block,Bcl-B Bim block,Bcl-2 Bim block,GSH bead fluor,Bim-Bcl-W,ABCG2 inh,Bim-Bfl-1,Avidin fluor,RGS7-Gao,Bim-Bcl-XL,RGS4-Gao reg
CC(C)=CCN1CCN(Cc2cccn2-c2ncccn2)CC1CCO (stereo unspecified),1.2,-4,0,13,-2,3,-5,8,u,-3,103
Cc1cc(C(=O)Nc2ccon2)cs1,0.1,1,2,38,2,1,1,2,100,-5,99
COc1cccc(-c2nnc(NC(=O)C(C)C)o2)c1,0.6,-7,-6,26,3,5,-7,7,97,-5,99
CC(/C=N/NC(=O)NC1CCCCC1)=C\c1ccccc1,1.6,-1,-5,10,-1,17,-8,11,u,0,106
O=C1CCCc2c1cc(C(=O)NCc1ccco1)c(=O)n2-c1ccccc1,1.7,-4,-6,14,2,9,-7,13,96,0,96
CCN1CCN(CC(O)COc2cccc(OC)c2)CC1 (stereo unspecified),0.3,-10,-11,36,-1,-1,-20,15,96,-7,97
Cc1ccc(Nc2c(-c3ccccc3)nc3cnccn23)cc1,-0.5,-2,-2,27,1,0,7,8,94,0,96
O=C(C(c1ccccc1)c1ccccc1)N1CCN(Cc2ccncc2)CC1,1.3,3,0,27,-2,5,0,6,98,1,99
CCSc1cc(N2CCCC2)nc(-c2ccccc2)n1,0.2,-4,-10,12,2,1,-11,9,107,-6,106
CCOC(=O)N1CCC(NC(=O)c2cccc3c2C(=O)N(c2ccc(OC)cc2)C3)CC1,3.1,-1,-6,12,2,9,-9,3,85,-5,87
CCn1c(CNC(=O)COc2ccc(C(C)C)cc2)nnc1SCC(=O)Nc1ccccc1,0.7,-4,-4,6,-4,2,-3,11,104,0,105
CC1CCCN(c2ccc(N)cc2C(N)=O)C1 (stereo unspecified),0.2,-1,-2,23,1,0,1,10,107,-1,103
CCOc1ccc(CCNC(=O)c2[nH]c(C)c(C(C)=O)c2C)cc1OCC,0.6,-4,-2,10,-2,5,-4,x,x,-5,x
NCC/C=C1/c2ccccc2CSc2ccccc21,-0.5,-4,-6,18,-2,-1,-5,x,x,-3,x
O=[N+]([O-])c1cc(Cl)cc(/C=N/Nc2nc3ccccc3s2)c1O,-0.1,-3,-5,26,-1,-1,-6,12,102,0,99
COC(=O)Nc1nnc(Cc2ccc(Cl)cc2)s1,-0.1,-8,-12,31,0,0,-13,14,99,-11,101
CCOC(=O)c1ccc(S(=O)(=O)N2CCN(C(=O)c3nn(C)c(=O)c4ccccc34)CC2)cc1,2.0,-4,-5,16,0,8,-6,10,101,-1,93
Cc1cc2nc(SCC(=O)O)nc(C)c2cc1C,0.2,0,-1,11,0,0,0,7,98,0,100
O=C(NNS(=O)(=O)c1ccc2ccccc2c1)c1cc(-c2ccccn2)nc2ccccc12,0.0,-7,0,12,0,-6,3,3,96,-7,91
COc1ccccc1NC(=O)c1ccccc1NS(=O)(=O)c1cccs1,0.9,-3,0,18,0,3,-2,10,99,-4,104
CCN(c1ccccc1)S(=O)(=O)c1ccc(Cl)c(NC(=O)CSc2n[nH]c(N)n2)c1,0.8,-6,-4,12,-2,3,-8,11,91,-5,96
COC(=O)N1CCN(c2ccc(C)cc2)C(C)C1 (stereo unspecified),-0.2,-10,-5,17,-3,-1,-9,8,u,-8,99
COc1ccc(S(=O)(=O)Nc2ccccc2-c2nnn(CC(=O)Nc3ccccc3OC)n2)cc1,0.3,1,2,5,2,0,0,12,100,-1,101
Cc1c(NC(=O)C(C)OC(=O)c2sc3ccccc3c2Cl)c(=O)n(-c2ccccc2)n1C (stereo unspecified),2.0,1,3,7,-1,3,1,0,99,0,96
CN=C1c2cc3c(Br)c(OC)ccc3n2CCN1C,0.8,-1,-2,8,-3,3,-4,16,128,-4,152*[activator]
CCc1ccc(N2CC(C(=O)OCC(=O)Nc3cc(C)on3)CC2=O)cc1 (stereo unspecified),0.3,-1,-2,17,-2,1,0,39,98,0,100
COc1cccc(-c2nc(Oc3cc(C)cc(C)c3)c3ccccc3n2)c1O,1.2,-7,-6,8,-1,25,-6,9,93,-7,96
O=C(O)[C@@H](O)c1ccccc1,x,4,6,62,-1,-1,2,5,93,-2,97
COc1ccc(OC(C)C(=O)N2CCN(c3ccccn3)CC2)cc1 (stereo unspecified),0.3,-3,-3,25,0,1,0,13,90,-1,91
C/C(=N\NC(=O)COc1ccccc1)c1ccc(O)cc1,0.4,-1,-3,17,-3,4,-4,11,102,-1,107
CSc1nsc(SCC(=O)Nc2cccc(C(C)=O)c2)n1,0.2,-7,-5,56,2,0,-7,4,104,0,98
COc1ccccc1C(=O)Nc1cc2c(ccc3ccccc32)oc1=O,0.3,x,x,x,x,3,x,15,98,x,100
O=S1(=O)N=C2CCCCCN2C(c2ccncc2)N1 (stereo unspecified),1.1,-7,-7,33,0,1,-10,15,91,-6,97
CCN(CC)c1ccc2c(O)cc(=O)oc2c1,-0.2,-5,-5,16,-3,-1,-10,9,112,-6,111
COc1ccc(NC(=O)CSc2nc(C)cc(C)n2)c([N+](=O)[O-])c1,1.2,-5,-4,14,-1,3,-8,12,104,-1,103
COc1cccc(OC)c1OCCCCCc1c(C)n[nH]c1C,-1.1,-3,-3,9,0,-3,-1,10,101,-3,102
COc1ccc(-c2nc3cccc(C)n3c2NCC2CCCO2)cc1O (stereo unspecified),1.0,-3,-6,10,-2,4,-6,11,98,-3,98
CCCCNc1nc(-c2ccccc2)cc(C(F)(F)F)c1C(N)=O,0.0,-5,-19,17,-2,2,0,5,102,-2,101
COc1ccc(-c2nc(-c3cccs3)c(-c3cccs3)[nH]2)cc1O,-0.1,11,3,11,10,0,5,12,97,13,95
CCc1ccc2[nH]c(=O)c(CN(Cc3ccc4c(c3)OCO4)C(=O)c3ccco3)cc2c1,1.1,-11,-11,28,0,2,-10,9,99,-16,102
C=CCN(CC=C)CCOc1ccc(OC(C)C)cc1,-0.3,-2,-2,14,1,2,-3,9,100,0,95
Cc1ccccc1OCC(=O)OCC(=O)c1ccc(OCc2ccccc2)cc1,0.1,9,17,6,16,5,20,9,95,23,95
COC(=O)c1cn(-c2ccc(F)cc2)c(=O)c2ccccc12,0.8,-2,0,17,-3,5,-2,8,100,-2,100
Cc1ccc(NC(=O)Nc2ncccc2C)cc1,0.2,-7,-5,21,0,3,-11,4,97,-9,100
O=C(Nc1ccccc1C(=O)N/N=C/c1ccco1)c1ccccc1,-0.2,-4,-3,10,0,-2,-1,14,98,-6,102
COc1ccc(CN=C2NC(=O)CC(C(=O)Nc3ccc([N+](=O)[O-])cc3C)S2)cc1 (stereo unspecified),1.1,-6,-7,10,-2,22,-14,13,95,-4,96
Cc1cc(C(=O)OCC(=O)NCc2ccco2)c(C)n1-c1ccccc1,-2.5,-1,3,20,-3,-3,-4,10,105,-1,107
O=C(CCCNS(=O)(=O)c1cccc2nsnc12)NCCc1ccccc1,0.2,0,0,16,0,0,0,8,88,-2,89
O=C(NNS(=O)(=O)c1ccc(F)cc1)C1CC(c2cccnc2)=NO1 (stereo unspecified),0.5,-4,-3,25,0,2,-5,10,98,-6,99
O=C(COC(=O)CNC(=O)c1ccccc1)NCCc1ccccc1,1.1,-3,-3,19,2,5,-6,7,118,-4,113
CC1(C)C(=O)NCCN1C(=O)CC1C(=O)NCCN1CC(c1ccccc1)c1ccccc1 (stereo unspecified),-0.7,-1,0,13,0,-2,3,6,92,-3,94
Cc1ccc(NC(=O)Nc2ccc(C(=O)N3CCOCC3)cc2)cc1,1.0,-11,-8,33,0,42,-15,16,100,-9,101
N#C/C(=C/c1ccccc1)c1nn(CCO)c(N)c1C#N,0.0,0,-8,30,0,1,-13,5,98,-8,97
CCOc1ccc(NC(=O)N2CCN(c3nc4ccccc4s3)CC2)cc1,-5.3,0,0,29,0,-5,-3,12,95,0,96
COc1cccc(C2NC(=O)NC(C)=C2C(=O)Nc2cccc(C)c2C)c1 (stereo unspecified),0.6,2,0,20,2,1,-1,36,94,0,95
CN(C)c1ccc(/C=C/C(=O)c2ccc3c(c2)OCCO3)cc1[N+](=O)[O-],-0.4,-9,-10,9,-3,-6,-14,13,101,-5,98
c1ccc(-c2nc(NCCCn3ccnc3)c3oc4ccccc4c3n2)cc1,0.5,0,-5,12,-3,2,-5,9,99,-2,97
Cc1cc(Br)ccc1SCC(=O)OCC(=O)NCc1ccc2c(c1)OCO2,0.3,-11,-4,11,-7,27,-6,22,105,-11,102
O=C1CN(C(=O)Cn2ncc(Cl)c(Cl)c2=O)c2ccccc2N1,1.1,-8,-2,13,2,8,-6,11,u,1,95
O=C(NCC1CCCO1)c1ccccc1-c1nc(-c2ccc(Cl)cc2)no1 (stereo unspecified),0.8,-1,0,16,-2,3,-3,38,101,-1,103
# Later entries:
SMILES,ABCB1 block,Bcl-B Bim block,Bcl-2 Bim block,GSH bead fluor,Bim-Bcl-W,ABCG2 inh,Bim-Bfl-1,Avidin fluor,RGS7-Gao,Bim-Bcl-XL,RGS4-Gao reg
O=C(c1ccccc1)c1coc2ccc(O)c(Cl)c12,-0.3,-1,-2,28,1,0,0,16,98,-1,99
Cc1ccccc1CC1(CO)CCCN(C(=O)c2ccccc2Cl)C1 (stereo unspecified),0.9,-3,-2,9,-2,2,-3,9,98,-1,99
COc1ccc(Oc2cc(C)c3cccc(C)c3n2)cc1,0.1,0,3,10,0,1,0,14,100,0,106
COc1cc(OC)cc(C(=O)N2CCN(C(=O)COc3ccc4ccccc4c3)CC2)c1,0.0,-8,-2,39,0,0,-7,6,94,-4,97
C=CCNc1sc(C(=O)C(C)(C)C)c(N)c1C#N,-0.1,-1,0,6,0,0,-6,8,101,4,101
Cc1ccc(C2CC(c3ccccc3Cl)n3nc(N)nc3N2)cc1 (stereo unspecified),-0.2,-7,-7,22,0,-1,-9,8,98,-4,101
COc1cccc(NCCC(=O)c2cccc([N+](=O)[O-])c2)c1,1.4,0,0,10,0,28,3,9,102,-1,100
CCN(CC)C(=O)C(C)OC(=O)c1ccc(O)cc1 (stereo unspecified),0.6,-4,-4,46,3,2,-9,6,101,8,101
O=C(c1cccc(F)c1)N1CCCN(C(=O)c2cccc(F)c2)CC1,1.8,-2,-4,3,8,5,2,3,98,2,100
CC(=NCC1CCCO1)C1=C(O)CC(C)(C)CC1=O (stereo unspecified),0.1,-5,-5,13,-6,0,-4,21,98,-13,101

# 3 entries from above, ordered by formula weight, descending.
SMILES,ABCB1 block,Bcl-B Bim block,Bcl-2 Bim block,GSH bead fluor,Bim-Bcl-W,ABCG2 inh,Bim-Bfl-1,Avidin fluor,RGS7-Gao,Bim-Bcl-XL,RGS4-Gao reg
O=C(c1ccccc1)c1coc2ccc(O)c(Cl)c12,-0.3,-1,-2,28,1,0,0,16,98,-1,99
CCN(CC)C(=O)C(C)OC(=O)c1ccc(O)cc1 (stereo unspecified),0.6,-4,-4,46,3,2,-9,6,101,8,101
C=CCNc1sc(C(=O)C(C)(C)C)c(N)c1C#N,-0.1,-1,0,6,0,0,-6,8,101,4,101

# Screening results as filed in PubChem BioAssay.
